High-throughput results from PubChem.
M17LAP inhibition – P. falciparum M17LAP inhibitors, primary screen, biochemical, fluorogenic H-Leu-NHMec substrate, 1536-well (AID 1619); 0.38% of 220,000 active; recombinant M17LAP, H-Leu-NHMec fluorogenic kinetic assay; higher % means a stronger effect; inhibition, % at 30 µM; hits with a dose series show IC50 in µM;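 active = compound inhibiting the enzyme by more than half at any dose during confirmatory dose-response retesting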;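 also: plate controls were full reaction with DMSO carrier for no effect and no enzyme background for full effect; strong numbers were not always called active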
Hep lipid drop – hepatic lipid droplet formation modulation; AML12 mouse hepatocytes, oleate lipid droplets, BODIPY imaging; inhibition, % at 6.5 µM; 0.4% of 240,000 active; AID 1656;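 active = lipid droplet intensity inhibited by at least 50%, with more than 500 cells counted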
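Test system: AML12 mouse liver cells; schedule: overnight exposure; technique: high-content imaging of BODIPY-stained droplets and DAPI nuclei; read-out: % inhibition of corrected integrated BODIPY droplet signal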
MT stabilize HCS – stabilizes microtubules in HeLa cells. HeLa tubulin immunostaining HCS, 24 h; share of cells brighter than vehicle mean+2SD. % tubulin-high responders, % at 10 µM. 0.83% of 200,000 active;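 active = plate Z-score above 3 for both tubulin-high and condensed-nucleus cell shares, with cell loss under 80%, at 10 µM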;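 also: anti alpha tubulin signal scored within the nucleus-defined area of each cell; some results filed as inactive read as strong as hits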
Dynein transport – dynein cargo transport inhibition | z-score, hits read low | 0.47% of 220,000 active | AID 1381 | 3617.4 mouse cells, GR-EGFP nuclear translocation imaging; test concentration mostly 20 µM; stimulated with dexamethasone, 1 µM; stronger effect = lower value;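 active = plate z-score of nuclear minus cytoplasmic receptor signal below a set negative limit, without overly bright fluorescence or cell loss, cut at about -3.5 in these data, passing the limit was not always enough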;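 also: z-score of nuclear minus cytoplasmic ring GR-EGFP intensity difference per well; some compounds called inactive have numbers as strong as hits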
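medium = tetracycline-free induction medium containing charcoal-stripped FBS | probe or stimulus = dexamethasone, 1.0 µM final | timing = 48 h induction, then 1 h compound, then 30 min agonist, 37 °C | detection = automated 10x imaging of fixed Hoechst-stained cells | read-out basis = nuclear versus cytoplasmic GR-EGFP signal, averaged per well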
M1AAP inhibition – malaria alanyl aminopeptidase activity blockers – biochemical, fluorogenic H-Leu-NHMec substrate, 1536-well (AID 1445). 0.42% of 220,000 active. inhibition, % at 30 µM, or IC50 in µM where a hit was titrated. recombinant M1AAP, H-Leu-NHMec fluorogenic kinetic assay; higher % means a stronger effect;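 active = primary inhibition above the hit cutoff, then over 50% inhibition at one or more dose response concentrations, cut at about 23% in these data, passing the limit was not always enough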;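 also: plate controls were DMSO full reaction for no effect and no enzyme background for full effect; strong numbers were not always called active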
Yfh1-off respiration – mitochondrial function rescue without frataxin homolog – Friedreich's ataxia, plus single-dose screen, dose response (AID 1465). S. cerevisiae Yfh1-off respiration, WST-1 reduction, 72 h; higher fold induction means a stronger effect. one-dose fold induction at 50 µM; EC50 in µM for titrated hits. 0.074% of 220,000 active;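 active = fold induction of absorbance versus untreated yeast above a set limit, then at least 30% activation at any dose in follow-up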;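 also: activators that raise dye reduction in frataxin-depleted yeast; strong numbers were not always called active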
Ins promoter up – MIN6 insulin promoter up-regulation. 0.3% of 190,000 active. AID 1625. z-score at 5 µM. MIN6 insulin promoter-GFP reporter, high-content imaging; stronger effect = higher value;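 active = z-score above 3 at 5 µM with at least 500 cells counted in the well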
Autophagy mod – modulators of autophagy; 0.98% of 190,000 active; calls only at 10 µM (by protocol); AID 463193; MEF GFP-LC3 puncta imaging; test concentration mostly 10 µM;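 active = percentage of spot-positive cells more than 3 SD above its plate mean, without a fluorescence outlier flag or 80% toxicity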;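 also: spot-positive cell cutoff set from DMSO-treated cells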
CSM14.1 death rescue – rescue of cells from ER stress-induced death, primary screen, 384-well, CSM14.1, thapsigargin, ATP luminescence (AID 1222); CSM14.1 thapsigargin-induced death rescue, ATP luminescence; higher % means a stronger effect; cellular ATP content (survival), % at 20 µM, or EC50 in µM where a hit was titrated; 190,000 tested, under 10 active;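 active = EC50 below 50 µM in the dose-response confirmation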;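 also: death triggered by thapsigargin at about 15 µM added after 2 h compound pretreatment; cell ATP read after overnight thapsigargin exposure of roughly 18 to 22 hours; normalized against plate controls of thapsigargin alone and 5% DMSO vehicle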
Dynein transport cytoplasmic EGFP – recorded beside Dynein transport, whose call it bears; z-score; measured here: cytoplasmic GR-EGFP intensity; stronger effect = higher value
Dynein transport nuclear GR-EGFP – second read-out of Dynein transport, no call of its own (marks repeat the call); z-score; measured here: nuclear GR-EGFP intensity;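 lower value marks the stronger effect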
Dynein transport cell count – further read-out of Dynein transport, marked with its call; z-score; measured here: cell count per field
Ins promoter up cell count – second read-out of Ins promoter up, no call of its own (marks repeat the call); cell count; measured here: cytotoxicity, nuclei count;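 total cells summed across four imaged fields per well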
Hep lipid drop cells 6.5 µM – also measured in Hep lipid drop; calls as there; cell count; measured here: cell count, cytotoxicity flag;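 cells counted across two imaged fields per well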
MT stabilize HCS Hoechst-high % – further read-out of MT stabilize HCS, marked with its call; % Hoechst-high responders; measured here: nuclear condensation Hoechst responders;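 share of cells brighter than vehicle mean plus two SD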
MT stabilize HCS cytotoxicity % – also measured in MT stabilize HCS; calls as there; toxicity, %; measured here: cytotoxicity by cell density;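 0% = mean cell density of plate MIN control wells and 100% = no cells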
Autophagy mod cell loss 18 h – recorded beside Autophagy mod, whose call it bears; toxicity, %; measured here: cell loss, nuclei count;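 cell loss after 18 h compound exposure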
* = called active by the depositor; i = inactive; x = not tested or not shown. An unsorted share of the library; overall some 3.5% were active at least once.

SMILES	M17LAP inhibition	Hep lipid drop	Hep lipid drop cells 6.5 µM	MT stabilize HCS	MT stabilize HCS Hoechst-high %	MT stabilize HCS cytotoxicity %	Dynein transport	Dynein transport cytoplasmic EGFP	Dynein transport nuclear GR-EGFP	Dynein transport cell count	M1AAP inhibition	Yfh1-off respiration	Ins promoter up	Ins promoter up cell count	Autophagy mod	Autophagy mod cell loss 18 h	CSM14.1 death rescue
CCN(CC)c1ccc(/C=N/N2CCN(Cc3ccc(C)cc3)CC2)c(O)c1	-5%	x	x	3.3	2.0	8.5	0.055	-0.13	0.76	-0.79	6%	i	0.46	1490	i	-16	-1.4%
CCCN1CCC(=NNc2ccc(C(=O)O)cc2)CC1	-5%	-10	656	5.7	2.5	6.0	-0.23	-0.33	0.55	0.93	1%	i	-0.17	1592	i	7	4.8%
CCCN(CCC)c1ccc(/C=N/NC(=O)CN2CCOCC2)cc1	-112%	0	758	2.5	1.6	4.2	-0.19	-0.31	0.26	-0.29	20%	i	0.02	1395	i	-4	-0.6%
CC1=NN(C(=O)c2c(Br)cnn2C)C(O)(C(F)(F)F)C1 (centres undefined)	-6%	x	x	2.7	2.1	3.3	0.35	-0.18	-0.59	0.63	-1%	i	x	x	i	-5	-1.9%
CCOC(=O)Cn1cnc2c(nnn2-c2ccc(OC)cc2)c1=O	10%	x	x	3.5	3.0	9.5	-0.5	-0.24	0.14	0.49	3%	i	0	1560	i	9	-0.9%
CN(C)c1nc(=S)nc(NCc2ccccc2)[nH]1	1%	9	797	1.5	1.4	4.8	-0.24	-0.09	0.014	0.41	-2%	i	0.28	1232	i	4	0.4%
Cc1ccc(/C=C2/SC(=S)N(CC(=O)Nc3ncc(Cc4ccc(C)cc4)s3)C2=O)cc1	34%	x	x	3.2	2.1	4.9	-0.098	-0.21	-0.05	0.63	8%	i	-0.65	1110	i	-1	-1.5%
COc1cccc(C2c3[nH]c4ccccc4c3CCN2Cc2cnn(C)c2)c1 (centres undefined)	-8%	-12	674	x	x	x	-1	-0.27	-0.14	0.75	4%	i	-0.23	1040	x	x	x
CCOC(=O)CCc1c(C)nc(-n2[nH]c(C)c(CCO)c2=O)[nH]c1=O	16%	2	692	3.1	1.1	3.0	1.7	-0.12	0.8	-0.71	0%	i	-0.31	1244	i	18	-5.7%
CCN(CC)S(=O)(=O)c1ccc(NC(=O)C2CCCN(C(=O)c3ccc(Cl)cc3)C2)cc1 (centres undefined)	-2%	-13	695	1.2	1.4	9.5	-0.92	-0.058	-0.21	0.071	5%	i	0.03	1222	i	3	-2.3%
O=C(C1CCN(S(=O)(=O)c2cccs2)CC1)N1CCCCCC1	-10%	-14	802	1.4	1.4	8.1	0.68	-0.14	0.61	-0.64	-9%	i	-0.37	882	i	-10	0.3%
COCc1cc(C)nc(OCC(=O)N/N=C/c2ccccc2)c1C#N	-9%	19	692	2.4	2.4	8.6	-0.31	-0.36	-0.14	0.35	1%	i	1.4	1156	i	2	-1.5%
Cc1ccc(C)c(NC(=O)c2cc3ccccn3n2)c1	2%	7	690	2.4	3.1	9.2	-0.14	-0.19	-0.051	-0.099	-3%	i	-0.28	2042	x	x	-3.6%
CCCOc1ccc(N2C(=O)CC(SC(=N)N3N=C(c4ccccc4)CC3c3ccccc3)C2=O)cc1 (centres undefined)	8%	33	759	4.6	3.8	5.6	-0.11	-0.21	-0.012	-0.45	0%	i	-0.92	925	i	-3	-1.5%
Cc1noc(C)c1C(=O)Nc1sc(C)c(-c2ccccc2)c1C#N	-2%	-29	688	3.5	3.3	4.8	-0.5	-0.19	-0.21	0.87	15%	i	-0.38	1136	i	-5	x
CN1C(C(=O)NCc2ccc(OC(F)(F)F)cc2)CC2Cn3c(nc4ccccc43)C21 (centres undefined)	3%	-9	705	x	x	x	1.5	-0.84	0.86	-0.099	0%	i	0.17	991	x	x	x
COc1ccc([N+](=O)[O-])cc1N(CC(O)CN1CCCC1)S(=O)(=O)c1ccc(C)cc1 (centres undefined)	-3%	-33	690	2.4	1.7	0.4	1.2	-0.26	0.56	-0.15	2%	i	-0.15	1347	i	-25	-0.3%
C=CCn1c(N)cc(=O)nc1SCC(=O)Nc1cccc2ccccc12	30%	x	x	2.8	1.4	1.4	-0.52	-0.2	-0.93	-0.65	14%	i	-0.65	1489	i	0	-0.4%
Cc1ccc(Nc2nnc(SCC(=O)N(C)C3CCS(=O)(=O)C3)s2)cc1 (centres undefined)	48%	-6	688	3.4	3.1	13	0.77	-0.34	0.55	0.028	9%	i	-0.06	1382	i	-1	0.7%
CCCSc1nc2c(=O)[nH][nH]c(=O)c2n1Cc1ccccc1	50%	-28	743	3.9	1.9	7.6	1.1	-0.24	0.46	-0.041	-3%	i	x	x	i	-2	3.4%
O=C(c1cc([N+](=O)[O-])ccc1Cl)N1CCN(c2ccc([N+](=O)[O-])cc2)CC1	4%	-7	693	4.6	2.1	7.8	-0.46	-0.32	-0.48	0.54	15%	i	0.19	1293	i	-2	-0.9%
O=C(c1ccco1)N1CCN(CC(O)COc2ccc3oc4ccccc4c3c2)CC1 (centres undefined)	12%	x	x	2.1	2.0	5.2	-0.3	-0.21	0.0092	0.4	-1%	i	-0.66	1093	i	-7	0.7%
O=C(CCn1cnc2ccccc2c1=O)Nc1nc2c(s1)CCCC2	12%	1	713	3.4	2.1	6.1	-1.2	-0.12	-0.3	-0.44	3%	i	-0.7	1262	i	-9	-3.5%
Cc1cc2ccccc2c(=O)n1CC(=O)Nc1ccc2c(c1)OCO2	0%	1	736	2.4	2.4	6.4	-0.037	-0.22	0.19	0.9	7%	x	x	x	i	0	-2.4%
CN(C)c1nc2ccccc2c(N)c1-c1ccccc1	10%	x	x	4.1	1.7	5.2	-0.53	-0.13	-0.44	-0.048	1%	i	-0.74	1459	i	-27	-2.9%
O=C(CN1CCN(S(=O)(=O)c2ccc(Cl)cc2)CC1)Nc1ccc2c(c1)OCCO2	-1%	x	x	1.7	1.6	11	-0.52	-0.23	-0.24	0.62	-5%	i	-0.61	1255	i	-8	-1.2%
COc1ccccc1Nc1nc(-c2sc(NC(=O)CC(C)C)nc2C)cs1	6%	x	x	3.3	2.0	5.2	-0.38	0.076	0.17	0.98	4%	i	-1.9	1097	i	3	-0.3%
Cn1nc(C2CC2)cc1NC(=O)CC(CC(=O)O)c1ccccc1 (centres undefined)	-9%	16	715	x	x	x	0.09	-0.2	0.0047	0.53	-4%	i	-0.18	1366	x	x	x
CCOC(=O)c1c(NC(=O)CN2C(=O)NC3(CCCCC3)C2=O)sc(C)c1-c1ccc(C)cc1	-4%	2	618	4.7	2.2	9.6	-0.99	-0.26	-0.52	0.43	9%	i	0.22	1461	i	-14	-1.3%
CCN1CCN(CCCN(Cc2ccco2)C(=S)Nc2ccc(Cl)cc2)CC1	7%	14	704	4.3	3.8	11	0.47	-0.31	0.52	-0.41	4%	i	-0.91	1260	i	-6	-0.3%
O=C(Nc1cccc(F)c1)c1c(F)c(F)c(F)c(F)c1F	1%	-2	602	2.0	1.4	5.9	-0.89	-0.18	-0.61	-0.45	2%	i	0.53	1022	i	-4	x
Nc1nc(Nc2ccc(Cl)cc2)n[nH]1	6.6µM*	x	x	2.2	1.8	7.1	-1.2	-0.19	-0.51	0.41	6%	i	0.28	849	i	-10	-2.0%
COc1ccc(CCNC(=O)Cn2c(=O)n(CC3CCCO3)c(=O)c3ccccc32)cc1OC (centres undefined)	3%	2	672	3.4	2.1	5.2	-0.24	-0.078	-0.33	0.99	12%	i	-1.1	1236	i	-14	-0.7%
c1nc(NCC2CCCO2)c2[nH]cnc2n1 (centres undefined)	x	x	x	3.6	0.9	7.2	-0.79	-0.26	-0.19	0.41	x	i	x	x	i	-1	x
CN(C)c1cccc2c(S(=O)(=O)NCc3ccc(S(N)(=O)=O)cc3)cccc12	10%	-8	720	x	x	x	0.085	-0.21	-0.061	0.25	9%	i	0.54	1390	x	x	x
CN(C)S(=O)(=O)c1ccc(C(=O)OCC(=O)NC(=O)NCc2ccccc2)cc1	-2%	x	x	3.1	2.1	1.1	-0.33	-0.015	0.086	0.99	-9%	i	0.49	1082	i	6	-0.3%
Cc1ccc(-c2cc(C(=O)NCc3ccccn3)c3ccccc3n2)cc1C	-18%	-22	623	3.9	2.2	4.1	0.24	-0.23	-0.21	0.19	-9%	i	-0.22	1841	i	7	-3.8%
COC(=O)c1nc(NC(=O)C(C)(C)C)n[nH]1	3%	5	710	3.8	3.3	9.6	-1.6	1.5	-0.38	0.23	3%	i	0.46	1297	i	-6	x
Cc1ccc(/C=N/N2CCN(C3c4ccccc4-c4ccccc43)CC2)o1	-5%	2	780	x	x	x	0.15	-0.24	-0.045	0.28	0%	i	0.39	1141	x	x	x

Some entries already given with just Dynein transport cell count:
SMILES | Dynein transport cell count
O=C(CCn1cnc2ccccc2c1=O)Nc1nc2c(s1)CCCC2 | -0.44
Cc1cc2ccccc2c(=O)n1CC(=O)Nc1ccc2c(c1)OCO2 | 0.9
